# Assay outcomes from PubChem BioAssay.
# ABHD4 inh: inhibits mouse alpha/beta hydrolase domain 4. Q8VD66. purified mABHD4, FP-Rh probe fluorescence polarization. inhibition, % at 8.92 µM. hit rate 0.54% among 370,000;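 active = inhibition exceeding the mean over every tested compound plus 3 SD, cut at about 30% in these data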;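 also: 0% = plate median of compound wells and 100% = S159A mutant with DMSO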
# Target sequence (Q8VD66 whole entry, looked up, the tested form may be a part): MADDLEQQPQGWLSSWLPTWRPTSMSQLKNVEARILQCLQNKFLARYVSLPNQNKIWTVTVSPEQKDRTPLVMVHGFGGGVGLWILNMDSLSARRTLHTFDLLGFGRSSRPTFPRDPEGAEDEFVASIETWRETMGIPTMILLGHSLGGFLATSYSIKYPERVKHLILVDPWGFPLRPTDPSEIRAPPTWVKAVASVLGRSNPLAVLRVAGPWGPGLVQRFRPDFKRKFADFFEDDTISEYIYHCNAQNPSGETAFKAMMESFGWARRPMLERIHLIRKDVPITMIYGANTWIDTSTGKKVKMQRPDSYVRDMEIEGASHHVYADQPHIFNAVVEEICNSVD
#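 Doses – 8.92 µM, single dose · Material – wild-type mouse ABHD4 protein · Replication – single well per compound (singlicate) · Measure – percent inhibition of probe binding, normalized to plate controls · Schedule – 45 min compound pre-incubation plus 60 min probe step, 25 °C · Detection – fluorescence polarization with parallel and perpendicular emission, 525/598 nm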
# MBD2 DNA inh: inhibitors of human MBD2 binding to methylated oligonucleotide; TR-FRET; inhibition, % at 4.4 µM; hit rate 0.31% among 370,000; AID 686964; in the data active = inhibition above about 13%
# HTRA1 inhibitor: HTRA1 (human) protease inhibition; Q92743; recombinant HTRA1, FP-rhodamine activity-based probe, fluorescence polarization; inhibition, % at 5.96 µM; hit rate 0.5% among 340,000; AID 504803; in the data active = inhibition above about 36%;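 also: 0% = enzyme with DMSO and 100% = wells lacking enzyme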
# SIAE primary: inhibitors of human sialic acid acetylesterase SIAE | SIAE FP-Rh probe binding, fluorescence polarization | hit rate 0.69% among 370,000 | Q9HAT2 | inhibition, % at 9.66 µM | AID 1053197;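 active = inhibition above a cutoff: mean of compounds within the control limits plus 3 SD of those, cut at about 17% in these data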;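 also: 0% = plate median of compound wells and 100% = probe without SIAE protein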
# Target sequence (Q9HAT2 whole entry, looked up): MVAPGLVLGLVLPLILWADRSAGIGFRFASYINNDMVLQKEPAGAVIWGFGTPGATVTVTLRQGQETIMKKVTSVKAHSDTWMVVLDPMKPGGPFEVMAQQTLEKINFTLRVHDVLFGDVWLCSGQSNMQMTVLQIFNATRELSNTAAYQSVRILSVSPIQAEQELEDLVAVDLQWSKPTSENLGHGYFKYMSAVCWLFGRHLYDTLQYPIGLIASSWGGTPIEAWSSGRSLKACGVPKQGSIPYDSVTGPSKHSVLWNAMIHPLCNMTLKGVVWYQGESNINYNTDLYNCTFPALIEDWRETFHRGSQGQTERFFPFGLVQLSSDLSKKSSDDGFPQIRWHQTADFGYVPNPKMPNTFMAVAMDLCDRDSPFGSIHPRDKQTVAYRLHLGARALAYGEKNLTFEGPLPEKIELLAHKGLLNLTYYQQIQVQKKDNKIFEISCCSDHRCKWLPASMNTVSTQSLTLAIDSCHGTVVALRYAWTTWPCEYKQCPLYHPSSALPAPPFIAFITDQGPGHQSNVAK
# GC-A act: GC-A (human) enzyme activation | P16066 | HEK293 GC-A cells, cGMP TR-FRET, EC30 ANP; 0% at EC30 ANP, 100% saturating ANP | activation, % at 10 µM | hit rate 0.14% among 370,000 | AID 1671463; in the data active = activation above about 40%
# PRMT1 FP inh: blocks human protein arginine methyltransferase 1. Q99873. recombinant PRMT1, activity-based probe fluorescence polarization. inhibition, % at 2.79 µM. hit rate 1.3% among 370,000;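 active = inhibition above about 21% made by adding two undisclosed values, limit read from the data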
# rCAG binder: r(CAG) repeat RNA binding; TO-PRO-1 dye displacement fluorescence; inhibition, % at 3 µM; hit rate 1.3% among 370,000; AID 651821;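 active = inhibition above the plate cutoff, the mean of all test compounds on that plate plus 3 SD, cut at about 35% in these data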;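 also: 0% = DMSO alone and 100% = 100 µM mitoxantrone as full dye displacement; higher means more dye released from RNA so lower well fluorescence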
# TCR-CD3 inh: human TCR-CD3 binding inhibition; TAMRA-labeled TCR probe fluorescence, biochemical; inhibition, % at 9.4 µM; hit rate 0.37% among 360,000; in the data active = inhibition above about 19%;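 also: recombinant mutant TCR 2C K166C tagged with TAMRA read by polarization; 0% = receptor in buffer alone and 100% = receptor with positive control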
# UHRF1 MBD2 ctr: blocks human UHRF1 binding to methylated DNA | Q96T88 | UHRF1 binding to methylated oligo, TR-FRET | inhibition, % at 4.4 µM | hit rate 0.75% among 370,000 | AID 687016; in the data active = inhibition above about 21%;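 also: UHRF1 SRA domain binding a hemimethylated CpG hairpin DNA probe; 0% = median of test compound wells and 100% = reference inhibitor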
# GC-B act: GC-B (human) receptor activation; hit rate 0.11% among 370,000; P20594; HEK293-GC-B cells, CNP EC30, cGMP TR-FRET; 0% at EC30 CNP, 100% saturating CNP; activation, % at 10 µM;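 active = activation at 10 µM reaching about 35% in either raw or pattern-adjusted values, limit read from the data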
# Active calls of the source: *; nt = no result given. These rows are one share of the data, so the mix of outcomes need not match the whole.
SMILES,TCR-CD3 inh,PRMT1 FP inh,HTRA1 inhibitor,GC-A act,rCAG binder,UHRF1 MBD2 ctr,GC-B act,MBD2 DNA inh,ABHD4 inh,SIAE primary
NS(=O)(=O)c1cc2c(cc1Cl)NCNS2(=O)=O,-12,-2,0,1,2,3,1,-2,-3,5
CCc1nnc(NC(=O)CSc2nccn2-c2cccc(C)c2)s1,-2,0,-1,-2,4,-1,5,-5,-5,1
COc1ccc(-n2c(=O)cc(N3CC(C)OC(C)C3)[nH]c2=O)cc1 (stereo not given),2,3,-9,1,-1,-1,-4,1,-1,2
CSc1cccc(NC(=O)C2C3C=CC4(O3)C2C(=O)N(CCCN2CCOCC2)C4C(=O)NC2CCCCC2)c1 (stereo not given),6,4,0,2,-3,3,1,-3,-2,2
Cc1ccc(Cl)cc1N1CCN(S(=O)(=O)c2cc3c(cc2C)NC(=O)CO3)CC1,-2,-4,-6,-8,5,-1,-5,-8,4,2
CN1C[C@@H]2[C@@H]3C(=O)N(C)C(=O)[C@@H]3[C@](C)(C1=O)N2C(=O)c1ccc(Br)cc1,6,2,-1,0,-2,-2,4,4,10,-6
CC(C)C(OC(=O)c1cc2sccc2n1C)C(=O)NCC1CCCO1 (stereo not given),-8,5,-6,-3,-8,0,4,8,7,1
O=C(N/C(=C/c1ccco1)C(=O)N1CCOCC1)c1cccs1,-7,21,3,5,1,3,-3,4,-3,1
CC1(C)CC(=O)C=C(NNC(=O)OC(C)(C)C)C1,-6,3,2,4,-2,2,4,-1,0,-4
COc1ccccc1NC(=O)NNC(=O)CN1C(=O)COc2ccccc21,1,2,-3,4,2,1,-5,3,3,4
Nc1cc(C(=O)O)ccc1Sc1ccccc1C(=O)O,-1,5,5,5,-1,1,5,-1,1,7
O=c1c2ccccc2nnn1-c1ccccc1,4,2,1,0,4,-2,3,3,1,-3
O=C(NC1CCCCCC1)c1c(O)nc2sccn2c1=O,10,0,9,0,3,-1,-7,-6,2,6
CCC1CCCCN1C(=S)Nc1cccc(S(=O)(=O)N(C)C)c1 (stereo not given),-8,0,1,-2,2,3,5,-2,12,0
Cc1ccccc1CCN(CC(=O)NC1CCCCC1)C(=O)c1csnn1,-8,-2,0,3,-7,2,2,4,1,-2
C=C(C)CSc1nc2ncc(Cl)cc2[nH]1,4,-1,-4,-24,2,0,-13,2,-2,-1
CC(C)c1ccc(-c2nn[nH]n2)cc1,-3,4,5,4,2,4,0,3,-5,7
COc1ccc(C(=O)NCc2ccccc2)cc1S(=O)(=O)N1CCCc2ccccc21,1,2,-33,0,-3,14,5,2,-10,-7
O=C(O)c1nn(-c2ccccc2C(F)(F)F)cc1O,-5,6,4,2,-2,4,0,-2,16,4
CCOC(=O)c1ccc(NC(=O)N2CCN(S(C)(=O)=O)CC2)cc1,-10,-3,1,-4,3,4,4,0,-9,-6
CC(C)Sc1ncnc2[nH]ncc12,3,7,8,8,3,1,-3,-3,0,1
O=C(COC(=O)c1cc([N+](=O)[O-])ccc1NCc1ccccc1Cl)NCC(F)(F)F,-3,1,2,6,3,3,-6,-1,-7,2
Cc1cccc(C)c1NC(=O)C(C)Sc1nnc(C)n1CC1CCCO1 (stereo not given),2,-1,4,5,1,-1,-2,-6,5,2
Cc1nc2ccccn2c1C(=O)/C=C/c1ccc(F)cc1,-3,4,-8,5,0,5,1,3,-7,-1
O=C(Nc1cccc(C(=O)O)c1)/C(=C\C=C\c1ccccc1)NC(=O)c1ccccc1,-7,5,9,-5,29,0,-6,5,-18,-1
CC(/C=C1\SC(=O)N(CC(=O)Nc2cccc(O)c2)C1=O)=C\c1ccccc1,-1,0,-81,0,28,1,-4,0,-60,-33
CC(=O)c1cccc(NC(=O)Nc2ccc3c(c2)N(C)C(=O)CS3)c1,-8,-2,9,2,11,1,5,-3,-9,1
O=C(NCC(c1ccco1)N1CCc2ccccc2C1)c1cccc([N+](=O)[O-])c1 (stereo not given),1,-3,-8,0,0,0,-3,-1,0,5
CC(SCc1ccccc1)C(=O)N/N=C/c1cccs1 (stereo not given),-1,1,1,0,0,11,2,-3,-11,14
Cc1nn(CC(C)C)c(Cl)c1C(=O)NCC(C)(C)N1CCOCC1,2,-3,12,3,2,0,5,-3,6,5
COCCNC(=O)c1ccc(CS(=O)(=O)c2c(Cl)cccc2Cl)o1,0,10,-3,1,-1,3,-1,7,-8,-1
Nc1ccc(-c2nc3ccc([N+](=O)[O-])cc3[nH]2)cc1,-5,-2,5,17,7,-9,20,-8,12,7
N#CC(C#SN)=C1CCCCC1,5,24*,-1,4,0,2,2,1,15,2
Cc1cccc(NC(=O)C2CC(=O)N(c3ccccc3)C2)c1C (stereo not given),0,1,1,5,-2,0,-1,-2,-4,-1
COc1ccccc1C(C)NS(=O)(=O)c1ccc(Cl)nc1 (stereo not given),4,-1,3,4,-5,3,1,-4,8,0
O=C(NCc1cccnc1)c1cc(C2CCCCN2C(=O)OCc2ccccc2)on1 (stereo not given),-8,1,nt,1,-2,0,-1,5,2,4

# With a hit mark in PRMT1 FP inh, among the entries above:
SMILES	TCR-CD3 inh	PRMT1 FP inh	HTRA1 inhibitor	GC-A act	UHRF1 MBD2 ctr	GC-B act	MBD2 DNA inh	SIAE primary
N#CC(C#SN)=C1CCCCC1	5	24*	-1	4	2	2	1	2

# The listing continues.
SMILES,TCR-CD3 inh,PRMT1 FP inh,HTRA1 inhibitor,GC-A act,rCAG binder,UHRF1 MBD2 ctr,GC-B act,MBD2 DNA inh,ABHD4 inh,SIAE primary
COC(=O)CC1(c2cccc3ccccc23)C(=O)c2ccccc2C1=O,2,-1,-16,-4,-3,-1,-4,-5,-15,-2
Cc1ccnc(NS(=O)(=O)c2ccc(NC(=O)CSc3nc(-c4ccccc4)cc(=O)[nH]3)cc2)n1,-2,3,2,-2,3,4,5,4,-3,0
COCc1c(C(=O)OCC(=O)NCCN2C(=O)CSC2=O)oc2ccccc12,-7,-2,1,-3,3,-1,3,-8,4,0
Cn1c(N)c(C(=O)COC(=O)/C=C/c2ccc(OC(F)F)cc2)c(=O)n(C)c1=O,6,-3,-4,-3,0,-2,2,0,-4,2
COc1ccccc1N(Cc1ccccc1)S(=O)(=O)c1cccc(C(=O)NCC2CCCO2)c1 (stereo not given),-6,-1,-3,-3,3,0,-3,0,-3,1
COc1ccc(OC)c(C(=O)c2ccccn2)c1,-6,-4,8,1,-5,-1,-4,2,1,-7
CC(=O)NC(C)C(=O)N1CCCC1C(=O)N1CCCC1C(=O)NC(C)C(=O)NC1C(=O)NC(CC(C)C)C(=O)NC2CCCCNC(=O)CCC(C(=O)NC(Cc3ccc(O)cc3)C(=O)O)NC(=O)C3CCC(=O)OCC(NC(=O)C4CCCN4C(=O)C(Cc4c[nH]c5ccccc45)NC2=O)C(=O)NC(CC(=O)OC1C)C(=O)NC(Cc1c[nH]c2ccccc12)C(=O)N3 (stereo not given),nt,-1,nt,2,18,-10,1,10,-6,1
COCCCNC(=O)c1ccccc1-c1cc(C)no1,2,7,5,0,-1,5,0,8,-5,4
CCc1nc2c(OCc3ccc(S(C)(=O)=O)cc3)cccn2c1N(C)C(=O)c1ccccc1F,-2,7,nt,0,6,2,-2,-2,4,6
CC(C)Cc1n[nH]c(=O)c2c1nnn2Cc1ccccc1F,-2,-3,0,0,-1,0,6,-3,-7,-10
Cc1nn(CCCC(=O)NCc2ccc(Cl)cc2)c(C)c1[N+](=O)[O-],0,2,-4,1,-3,0,2,4,0,8
S=C(Nc1ccccc1)Nc1ccc(Cl)cc1Cl,3,-3,7,5,2,1,0,-5,0,6
CC(=O)OC(C(=O)Nc1ccccc1)C(C)S(=O)(=O)c1ccccc1 (stereo not given),0,0,0,1,1,3,3,-1,1,-5
CC(C)c1csc(CN2CCN(Cc3ccc(F)cc3)C(CCO)C2)n1 (stereo not given),-8,2,9,3,-7,1,2,-2,-7,-5
NC(=O)Cn1cc(/C=N\NS(=O)(=O)c2ccc(Cl)cc2)c2ccccc21,1,1,0,-3,24,4,5,-1,-2,-4
O=S(=O)(NCc1nnc2c(C(F)(F)F)cc(Cl)cn12)c1ccccc1,6,-1,-2,4,0,-1,6,-1,3,-2
CC(C)NC(=O)CN(C(=O)CCC(=O)Nc1nccs1)c1ccc(C(C)C)cc1,11,1,4,-2,-4,2,3,5,-9,4
Cc1cccc(N2CCN(C(=S)NCc3ccco3)CC2)c1C,3,-3,-10,-1,-1,-6,0,5,-12,9
CCc1ccc(NC(=S)N(Cc2ccc(Cl)cc2)Cc2ccc(C(=O)O)cc2)cc1,0,1,-30,-3,69*,0,-1,1,-7,0
O=C(NCCN1CCOCC1)c1cc(-c2cccc(Cl)c2)on1,-5,2,2,3,-2,0,4,4,1,4
COc1ccc(C(C)C)cc1S(=O)(=O)N1CCN(c2ccccc2)CC1,0,2,-9,1,-1,2,-3,-2,0,0
CC(=O)c1sc2nc(CSc3nncn3C)[nH]c(=O)c2c1C,4,0,5,1,3,3,-5,-3,1,-3
COc1ccc(C(C(=O)NC2CCCCC2)N(C(=O)c2sc(C)nc2C)c2ccc(OC)cc2)cc1 (stereo not given),1,0,-2,-2,-2,1,2,1,0,7
Cn1nc(C(=O)NNC(=O)C(CCC(N)=O)NS(=O)(=O)c2ccc(Cl)cc2)c2ccccc2c1=O (stereo not given),4,5,5,1,6,2,-3,10,-11,-3

# Reprinted at random: two records from the list, in no set order.
SMILES,TCR-CD3 inh,PRMT1 FP inh,HTRA1 inhibitor,GC-A act,rCAG binder,UHRF1 MBD2 ctr,GC-B act,MBD2 DNA inh,ABHD4 inh,SIAE primary
CC(=O)c1sc2nc(CSc3nncn3C)[nH]c(=O)c2c1C,4,0,5,1,3,3,-5,-3,1,-3
Cn1nc(C(=O)NNC(=O)C(CCC(N)=O)NS(=O)(=O)c2ccc(Cl)cc2)c2ccccc2c1=O (stereo not given),4,5,5,1,6,2,-3,10,-11,-3

# Additional results follow:
SMILES,TCR-CD3 inh,PRMT1 FP inh,HTRA1 inhibitor,GC-A act,rCAG binder,UHRF1 MBD2 ctr,GC-B act,MBD2 DNA inh,ABHD4 inh,SIAE primary
Clc1cccc(Cl)c1CON/C=N/c1ncnc2sccc12,-2,-1,-1,1,-1,2,-1,-5,-13,-8
c1ccc(Cn2cc(CN3CCCO3)c(-c3ccc4c(c3)OCO4)n2)cc1,-5,-2,0,-5,-6,-2,5,-1,-1,0
CCCCSc1nc2sc3c(c2c(=O)n1-c1ccc(OC)cc1)CCN(C)C3,1,0,-34,21,8,-1,3,1,4,-4
C=CCn1c(SCC(=O)NCC2CCCO2)nnc1C1CCCCC1 (stereo not given),5,2,0,-1,-3,-2,5,0,5,-5
O=C(CC1C(=O)NCCN1C(=O)Nc1ccc(F)cc1F)Nc1cc(Cl)ccc1Cl (stereo not given),5,-1,-6,2,1,-2,1,6,0,-1
CCOc1ccc2nc(NC(=O)CN3C(=O)C4CCCCC4C3=O)sc2c1 (stereo not given),3,1,-11,6,8,3,-2,-1,-9,0
O=C(NS(=O)(=O)c1ccccc1)c1ccccc1,-3,-2,1,-1,1,2,0,-3,-4,-5
CCOc1ccc(/C=C/C(=O)N(C)CC(=O)Nc2cccc(F)c2)cc1OCC,6,0,-6,-2,1,-3,0,0,0,5
Cc1ccc(S(=O)(=O)N(CC(=O)N2CCOCC2)c2ccccc2F)cc1,-5,-1,1,0,1,0,6,-2,1,-7
O=C(CN1CCN(Cc2ccccc2)CC1)N/N=C\C=C/c1ccco1,3,2,4,2,-3,-5,-4,-1,5,3
COc1ccc(O)c(/C=N/NC(=O)CCC(=O)Nc2ccc(F)cc2)c1,-5,0,2,3,4,-3,2,1,-2,3
